Runt-SMMHC FRET = blocks binding of human RUNX1 Runt domain to CBFb-SMMHC | Q01196+Q13951 | Cerulean-Runt/Venus-CBFb-SMMHC FRET ratio 530/480, 1 h | inhibition, % at 20 µM | 220,000 tested, 0.74% active | AID 1434;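 active = mean inhibition across duplicate retests at 20 µM reaching about 50%, limit read from the data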;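 note: 0% = DMSO wells and 100% = wells with excess untagged CBFb-SMMHC; inhibitors lower the FRET ratio by blocking Runt binding to CBFb-SMMHC; some results filed as inactive read as strong as hits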
Target sequence (Q01196 whole entry, looked up, the tested form may be a part): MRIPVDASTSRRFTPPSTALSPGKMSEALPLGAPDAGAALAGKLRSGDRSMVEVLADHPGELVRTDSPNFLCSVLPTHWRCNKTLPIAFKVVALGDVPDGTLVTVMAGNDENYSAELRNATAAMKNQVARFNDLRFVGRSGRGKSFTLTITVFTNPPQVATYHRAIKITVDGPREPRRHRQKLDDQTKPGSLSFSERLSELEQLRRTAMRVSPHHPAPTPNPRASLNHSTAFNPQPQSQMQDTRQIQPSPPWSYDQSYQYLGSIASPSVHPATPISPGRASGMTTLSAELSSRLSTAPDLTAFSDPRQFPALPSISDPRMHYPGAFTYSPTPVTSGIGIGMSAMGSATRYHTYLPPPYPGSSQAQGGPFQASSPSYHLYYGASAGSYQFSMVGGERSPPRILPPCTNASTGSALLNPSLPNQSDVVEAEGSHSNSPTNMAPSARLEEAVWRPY
Target sequence (Q13951 whole entry, looked up, the tested form may be a part): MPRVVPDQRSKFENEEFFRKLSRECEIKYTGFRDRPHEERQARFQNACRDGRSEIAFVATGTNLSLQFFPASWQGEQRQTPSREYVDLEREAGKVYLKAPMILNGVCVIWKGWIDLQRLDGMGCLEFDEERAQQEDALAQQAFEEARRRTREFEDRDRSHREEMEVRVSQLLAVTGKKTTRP
p47phox inh = inhibitors of human p47phox binding | P14598 | p47phox/p22phox peptide binding, fluorescence polarization, 2 h | inhibition, % at 24.7 µM | 220,000 tested, 0.53% active | AID 1274;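 active = inhibition above about 30%, limit read from the data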;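 note: 0% = p47phox with labelled peptide and 100% = labelled peptide alone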
PPC-1+TRAIL kill = kills PPC-1 cancer cells in the presence of TRAIL; PPC-1 cells + TRAIL, ATPLite viability luminescence; cell killing (% activity), % at 4 µM; 220,000 tested, 0.41% active;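 active = cell killing above 50% in the first pass at 4 µM, then a duplicate retest at 5 µM averaging 50% or more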;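 note: plate controls were cells with TRAIL plus DMSO for no effect and medium-only wells lacking cells for full effect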
EBV gp42 block = EBV gp42 inhibition; inhibition, % (tested at 21.74 µM); AID 1085; 220,000 tested, 0.42% active; Q1HVG2; Fluorescence polarization binding assay, mP read-out; in the data active = inhibition above about 50%
Target sequence (Q1HVG2 whole entry, looked up): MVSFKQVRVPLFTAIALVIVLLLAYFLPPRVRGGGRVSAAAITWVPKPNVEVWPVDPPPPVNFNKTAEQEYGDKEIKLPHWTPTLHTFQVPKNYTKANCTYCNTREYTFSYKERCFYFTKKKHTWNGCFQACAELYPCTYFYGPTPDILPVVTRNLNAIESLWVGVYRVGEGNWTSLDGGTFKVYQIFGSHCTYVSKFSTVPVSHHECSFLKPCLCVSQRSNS
zfTRPN1 agonist = activates the zebrafish TRPN1 channel; HEK293 zebrafish TRPN1-YFP, Fluo-8 calcium fluorescence; 100% = response to 87 µM carbachol; activation, % at 3 µM; 220,000 tested, 0.18% active;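 active = activation above its plate's cutoff, the mean activation of test wells on that plate plus 3 SD, cut at about 19% in these data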;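 note: 0% = DMSO alone and 100% = 87 µM carbachol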
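Material – zebrafish TRPN1-YFP in HEK293 cells · Doses – 3 µM single point · Schedule – dye 1 h 37 °C plus 30 min RT · Signal – Fluo-8 calcium fluorescence, excitation 470-495 nm, emission 515-575 nm · Read-out – % activation versus carbachol response · Control set – carbachol high, DMSO low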
TNF death inh = inhibitors of TNF-alpha induced necroptosis in Jurkat FADD-/- cells; Jurkat FADD-/- TNF necroptosis rescue, ATP luminescence, 24 h; 0 = TNF only, 100 = no-TNF cells; activation (protection from cell death), % at 10 µM; 220,000 tested, 0.068% active; AID 463075;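 active = activation, meaning protection from cell death, of at least 50% relative to plate controls; inactive = activation below 50%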;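 note: necroptosis triggered by 40 ng/mL TNF-alpha added together with compound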
CHOP inh = CHOP inhibition in unfolded protein response | CHO-K1 CHOP-promoter luciferase, tunicamycin-induced, 15-18 h | inhibition, % at 10 µM | 220,000 tested, 3.8% active;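 active = compounds that reduced the stress-induced luciferase reporter signal by more than about 70% of percent inhibition, limit read from the data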;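 note: 0% = tunicamycin plus vehicle and 100% = wells without tunicamycin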
MDM2 E3 inh = inhibitors of human Mdm2 E3 ubiquitin ligase; Q00987; 210,000 tested, 0.11% active; signal enhancement, % at 5 µM; AID 1230; cell-based MDM2 ubiquitination luciferase reporter, 2 h; 0 = plate control, 100 = twice control, blank-subtracted;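 active = signal enhancement of 30% or more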;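 note: luminescence tracks abundance of the self-degrading MDM2-luciferase fusion protein; higher signal means inhibition of MDM2 E3 ligase activity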
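Assay system: mammalian cells stably expressing self-ubiquitinating, self-degrading MDM2 E3–luciferase fusion. Quantity: 2000 cells in each well. Medium: DMEM culture medium. Compound dosing: single-point 5 µM. Timing: cell settling 4 h, compound treatment 2 h, both 37 °C. Technique: luciferase luminescence. Read-out basis: percent signal gain over controls, blank-subtracted. Benchmarks: plate controls and plate blanks.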
TRPML3 ag = human mucolipin-3 channel agonism | Q8TDD5 | HEK293 TRPML3-YFP, Fluo-8 calcium fluorescence; 100% = the carbachol control signal | activation, % at 3 µM | 220,000 tested, 0.29% active;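 active = activation above its plate's cutoff, the mean activation of the plate's test wells plus 3 SD, cut at about 12% in these data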;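 note: 0% = DMSO only wells and 100% = carbachol wells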
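Test system: TRPML3-YFP stable HEK293 cells. Doses: single point at 3 µM. Incubation: dye loading 1 h 37 °C then 30 min ambient, 125 s read. Signal: Fluo-8 calcium dye fluorescence, ex 470-495, em 515-575 nm. Measure: percent activation from peak-to-basal fluorescence ratio, scaled between DMSO and carbachol.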
Numbers without * were called inactive; · = no result given.

SMILES	Runt-SMMHC FRET	p47phox inh	PPC-1+TRAIL kill	EBV gp42 block	zfTRPN1 agonist	TNF death inh	CHOP inh	MDM2 E3 inh	TRPML3 ag
Cc1oc2ccc(OCc3ccccc3F)cc2c1C(=O)O	2	3	6	15	-1.5	-0.5	2	-18	0.1
CCn1c(-c2cccn(Cc3ccccc3)c2=O)n[nH]c1=S	6	-6	-3	-11	1.4	-0.5	7	-4	0.8
O=C(NC(=S)Nc1ccc(NC(=O)c2ccco2)cc1)c1ccccc1	-7	1	28	-10	0.1	1.8	-22	5	0.8
O=C(O)c1ccc(CSc2nnc(COc3ccccc3)o2)cc1	-4	-5	25	-6	1.4	0.4	15	-14	1.1
COc1ccc(NC(=O)NC2CCCCC2C)cc1 (configuration not stated)	0	7	-4	8	0.0	1.4	-1	-15	0.5
COCCCNC(=S)Nc1cc(C)c(C)cc1C	-1	-5	4	-6	-0.5	-2.9	-14	-3	0.4
Cc1nc(C(=O)O)nn1-c1ccc([N+](=O)[O-])cc1	-1	3	23	4	-0.5	-1.2	6	8	1.1
O=C(NNC1CC(=O)N(c2ccc(Br)cc2)C1=O)c1ccccn1 (configuration not stated)	-8	-13	29	-8	0.5	0.3	5	0	0.8
CCc1ccc(/C=C/c2c[nH]c3ccccc23)[n+](CC)c1	-102	-11	4	-102	1.5	-8.8	6	-2	0.8
CCC(OC(=O)C1=Cc2ccccc2OC1)C(=O)NCc1ccco1 (configuration not stated)	0	3	13	-5	0.2	0.4	21	-4	2.6
CCCCNC(=O)C(c1ccc(OCC(=O)OC)c(C(=O)OC)c1)N(CCc1c[nH]c2ccccc12)C(=O)CCCCCN1C(=O)NC(c2ccc(-c3ccccc3)cc2)C(C(=O)OCc2ccccc2)=C1C (configuration not stated)	-3	-19	7	-6	·	0.5	12	-6	·
Cc1ccccc1Cn1cc(NC(=O)c2cc(C3CC3)on2)cn1	1	-4	-3	-1	-0.6	4.7	-14	-8	0.3
Cc1cccc(OCC(O)Cn2c(NCCCOC(C)C)nc3c2c(=O)[nH]c(=O)n3C)c1 (configuration not stated)	4	-13	8	-22	-1.3	-0.7	59	2	-0.2
COc1ccc(S(=O)(=O)Nc2ccc(F)cc2)cc1N(C)S(=O)(=O)c1ccc(Cl)cc1	-1	1	5	-24	-2.2	-9.2	51	-16	-0.7
CCN(CC)c1ccc(NC(=O)CSc2ccsc2[N+](=O)[O-])c(C)c1	1	4	-3	-3	-1.3	0.8	41	-5	-0.8
COc1ccc(C2c3sc(=O)[nH]c3SC3C4CCC(C4)C23)cc1 (configuration not stated)	4	-18	15	-8	-1.3	-2.4	88*	-19	0.2
COc1ccc(/C(O)=C/C(=O)C(=O)Nc2c(C)n(C)n(-c3ccccc3)c2=O)cc1	5	0	2	-12	1.4	-3.9	19	5	0.8
Cn1c(C(=O)Nc2ccc3c(c2)OCO3)cc2c(=O)n(C)c3ccccc3c21	-9	9	19	2	0.4	-3.0	1	-32	0.3
O=C(c1ccccn1)c1ncc(C(F)(F)F)cc1Cl	2	-6	-5	-3	1.2	-3.1	23	13	0.8
O=C(/C=C/c1ccccc1)NC1CCSC1=O (configuration not stated)	0	-11	7	-6	0.9	1.0	19	-7	0.9
CCOc1ccc(NN=C(C(=O)OC)C(=O)OC)c([N+](=O)[O-])c1	-3	-3	-3	-5	-0.1	-0.9	-2	-19	0.1
CCCSc1ccc(-c2nn(-c3ccccc3)cc2/C=C(/C#N)C(=O)NCCCOC)cc1	-16	-10	22	-30	0.6	0.7	15	4	0.7
O=C(CCNS(=O)(=O)c1cccs1)NC1CCN(Cc2ccccc2)CC1	-3	-1	-4	-11	0.7	1.3	23	-1	1.4
CCOC(=O)c1c(N)sc(C(O)(C(F)(F)F)C(F)(F)F)c1-c1ccccc1	5	-9	-8	-3	-0.7	1.7	105*	-16	0.3
CCOc1ccc(-n2c(=O)c3sccc3n(Cc3cccc([N+](=O)[O-])c3)c2=O)cc1	-2	2	-13	-1	0.5	-0.7	-14	-10	1.1

One compound at a time, from the list above. Screens in order: Runt-SMMHC FRET, p47phox inh, PPC-1+TRAIL kill, EBV gp42 block, zfTRPN1 agonist, TNF death inh, CHOP inh, MDM2 E3 inh, TRPML3 ag
Entry for CCN(CC)c1ccc(NC(=O)CSc2ccsc2[N+](=O)[O-])c(C)c1 = 1, 4, -3, -3, -1.3, 0.8, 41, -5, -0.8
Entry for O=C(O)c1ccc(CSc2nnc(COc3ccccc3)o2)cc1 = -4, -5, 25, -6, 1.4, 0.4, 15, -14, 1.1
Entry for CCCSc1ccc(-c2nn(-c3ccccc3)cc2/C=C(/C#N)C(=O)NCCCOC)cc1 = -16, -10, 22, -30, 0.6, 0.7, 15, 4, 0.7
Entry for CCOc1ccc(-n2c(=O)c3sccc3n(Cc3cccc([N+](=O)[O-])c3)c2=O)cc1 = -2, 2, -13, -1, 0.5, -0.7, -14, -10, 1.1

Further records.
SMILES	Runt-SMMHC FRET	p47phox inh	PPC-1+TRAIL kill	EBV gp42 block	zfTRPN1 agonist	TNF death inh	CHOP inh	MDM2 E3 inh	TRPML3 ag
Cc1ccc(C)c(NC(=O)COC(=O)c2cccc3c2C(=O)c2ccccc2C3=O)c1	-2	-11	-2	-2	1.3	0.7	8	-5	0.1
Cc1ccc(-n2c(SCC(=O)NCc3ccco3)nc3sc4c(c3c2=O)CC(C)(C)SC4)cc1	8	-14	6	-4	0.8	2.2	9	-15	0.1
COCCCN(CC(=O)O)S(=O)(=O)c1ccccc1	3	2	24	-2	0.2	-0.3	1	-5	-0.1
CCOC(=O)N1CCN(C(=O)c2ccc(CNS(=O)(=O)c3ccc(OC)cc3)cc2)CC1	3	-1	10	3	0.9	1.1	1	-18	0.5
O=C(Nc1ccccc1Cc1ccccc1)c1oc2ccccc2c1COc1ccccc1	1	1	2	2	1.1	0.5	11	-9	0.7
COc1ccc(C(=O)N/N=C(\C)Cn2nc([N+](=O)[O-])cc2C)cc1	4	-8	9	-18	1.1	-1.6	-5	-11	0.2
Cc1csc(=Nc2ccccc2)n1CCO	-2	-3	11	-10	0.7	0.9	6	-12	0.1
CN(C)c1cc[n+](CC(=O)c2ccc(OC(F)F)cc2)cc1	-3	5	16	0	1.8	-1.7	-2	·	1.2
CCCCOc1ccc(C(C)NC(=O)CCS(=O)(=O)Cc2ccccc2Cl)cc1 (configuration not stated)	-7	-10	15	-14	2.9	3.0	38	-16	1.3
CCCC(c1nnnn1CC1CCCO1)N1CCN(c2ccccc2)CC1 (configuration not stated)	3	·	-6	-5	-0.1	1.9	32	-11	0.8
Cc1occc1-c1nc(-c2ccncc2)no1	-4	-9	-1	0	-0.6	-2.6	-15	14	0.0
Cc1ccc(NS(=O)(=O)c2cccc(C(=O)NCCc3c[nH]c4ccccc34)c2)c(C)c1	2	-5	11	10	-0.9	-4.9	39	-11	0.0
COC(=O)c1c(CCl)noc1C(=O)NC(C)C	2	2	4	4	-1.4	-5.4	-28	0	0.4
CCOC(=O)N1CCC(NC(=O)c2cnn3c2NC(c2ccco2)CC3C(F)(F)F)CC1 (configuration not stated)	3	-40	11	-12	0.4	-0.1	-7	-6	0.1
CCC(C)(C)n1nnnc1C(c1cc(OC)ccc1OC)N1CCC(C(N)=O)CC1 (configuration not stated)	-1	-23	15	-17	0.9	-0.9	-21	0	0.1
CCCCNC(=O)[C@H](Cc1c[nH]c2ccccc12)NC(=O)c1ccccc1Cl	-4	-11	-9	-21	-0.7	2.9	9	8	0.2
CCN1CCN(Cc2ccc(NC(=O)c3ccc(C)c(NC(=O)c4nccn4C)c3)cc2C(F)(F)F)CC1	4	2	19	-14	·	10	55	14	·
C=C(C)CNC(=S)Nc1cccc2cnccc12	-7	-3	18	-5	3.1	-6.6	15	-13	1.0
O=C(Nc1nnc(SCc2cccc3ccccc23)s1)C1COc2ccccc2O1 (configuration not stated)	2	-4	-1	-17	-1.0	1.2	29	-7	0.0
COc1cc(NC(=O)C(C)C)ccc1NC(=O)c1ccco1	-1	125*	-6	-16	1.3	-0.9	-9	-1	0.7
O=C(COc1ccc2ccccc2c1)NNC(=O)Cc1ccccc1	-7	-14	-4	13	-0.5	0.2	2	-32	-0.5
O=C(CNC(=O)c1ccco1)N/N=C/c1cccs1	2	-14	8	1	1.1	0.1	11	-9	1.1
OCCCCCN=c1cc(-c2ccccc2)oc2ccc(Cl)cc12	-3	0	15	10	-2.4	-6.4	3	-12	-1.1
Cc1cn2c(-c3ccc(Cl)cc3)nnc2s1	-3	-15	0	-6	-1.4	-1.9	14	-15	0.0
CCOC(=O)Cn1nc(-c2ccccc2)nc1-c1ccccc1	-5	0	26	-7	0.2	0.2	-4	1	-0.8
SMILES	Runt-SMMHC FRET	p47phox inh	PPC-1+TRAIL kill	EBV gp42 block	zfTRPN1 agonist	TNF death inh	CHOP inh	MDM2 E3 inh	TRPML3 ag
CC(C)NC(=O)/C(C#N)=C/c1ccc2c(c1)OCCO2	1	1	15	-15	1.7	2.9	-22	-2	1.1
COc1ccccc1NC(=O)c1ccc(-c2nn(C)c(=O)c3ccccc23)cc1	1	-6	5	-29	2.6	0.2	12	1	1.0
CNC(=S)N/N=C/c1ccc2c(c1)OCCO2	-7	7	-2	-6	-0.2	0.9	-34	·	0.5
Cc1ccc(C)c(N(Cc2ccccc2F)S(C)(=O)=O)c1	-5	10	26	-20	-0.1	-1.6	-10	-2	2.5
CCN(CC)C(=N)/C(C#N)=N/Nc1ccc(C)cc1	2	-3	-13	-6	0.1	2.1	15	-11	1.0
CCN1CCc2c(C#N)c(NCc3ccccc3)nc(N(CC)CC)c2C1	3	-3	22	-2	-0.7	0.8	67	19	0.4
CC1(C)Cc2c(c(-c3ccccc3)[nH]c(=O)c2C#N)CO1	-1	-10	10	-22	1.6	-2.2	12	0	0.6
Cc1ccccc1COc1ccc(/C=C(\C#N)C(N)=O)cc1	-6	-7	5	-12	-3.4	3.2	-5	-5	-1.2
O=C(CCN1C(=O)COc2ccccc21)NCCCN1CCN(c2ccc(F)cc2)CC1	4	-3	4	-10	0.8	-6.1	2	6	0.6
CC(N=C1NS(=O)(=O)c2ccccc21)c1ccccc1 (configuration not stated)	-4	-4	4	0	0.7	-1.8	-12	-19	-0.5
CCOC(=O)c1cc(-c2ccc3c(c2)OCO3)nc2onc(C)c12	-46	4	7	-8	-1.4	-3.0	15	-10	0.3
Cc1cc(C)c(NC(=O)C(C)Sc2nc3ccc(N4C(=O)c5ccccc5C4=O)cc3s2)c(C)c1 (configuration not stated)	0	-12	-4	-23	1.2	0.2	-38	2	1.1
CCOC(=O)c1ccc(CC(=O)c2oc3cc(O)ccc3c2C)o1	-8	-14	8	14	1.1	-0.3	57	-13	-0.8
Cn1c(N)c(C(=O)COC(=O)COc2ccc(C#N)cc2)c(=O)n(C)c1=O	-4	4	-12	-18	1.7	2.2	5	-18	-0.2

Screens as filed in PubChem.
